TcdB inh – TcdB glycohydrolase inhibitors, primary screen, biochemical, single point, plate reader | 350,000 tested, 0.24% active | inhibition, % at 9.99 µM | TcdB glycohydrolase enzymatic assay; in the data active means inhibition above about 10%
Target sequence (P18177 whole entry, looked up): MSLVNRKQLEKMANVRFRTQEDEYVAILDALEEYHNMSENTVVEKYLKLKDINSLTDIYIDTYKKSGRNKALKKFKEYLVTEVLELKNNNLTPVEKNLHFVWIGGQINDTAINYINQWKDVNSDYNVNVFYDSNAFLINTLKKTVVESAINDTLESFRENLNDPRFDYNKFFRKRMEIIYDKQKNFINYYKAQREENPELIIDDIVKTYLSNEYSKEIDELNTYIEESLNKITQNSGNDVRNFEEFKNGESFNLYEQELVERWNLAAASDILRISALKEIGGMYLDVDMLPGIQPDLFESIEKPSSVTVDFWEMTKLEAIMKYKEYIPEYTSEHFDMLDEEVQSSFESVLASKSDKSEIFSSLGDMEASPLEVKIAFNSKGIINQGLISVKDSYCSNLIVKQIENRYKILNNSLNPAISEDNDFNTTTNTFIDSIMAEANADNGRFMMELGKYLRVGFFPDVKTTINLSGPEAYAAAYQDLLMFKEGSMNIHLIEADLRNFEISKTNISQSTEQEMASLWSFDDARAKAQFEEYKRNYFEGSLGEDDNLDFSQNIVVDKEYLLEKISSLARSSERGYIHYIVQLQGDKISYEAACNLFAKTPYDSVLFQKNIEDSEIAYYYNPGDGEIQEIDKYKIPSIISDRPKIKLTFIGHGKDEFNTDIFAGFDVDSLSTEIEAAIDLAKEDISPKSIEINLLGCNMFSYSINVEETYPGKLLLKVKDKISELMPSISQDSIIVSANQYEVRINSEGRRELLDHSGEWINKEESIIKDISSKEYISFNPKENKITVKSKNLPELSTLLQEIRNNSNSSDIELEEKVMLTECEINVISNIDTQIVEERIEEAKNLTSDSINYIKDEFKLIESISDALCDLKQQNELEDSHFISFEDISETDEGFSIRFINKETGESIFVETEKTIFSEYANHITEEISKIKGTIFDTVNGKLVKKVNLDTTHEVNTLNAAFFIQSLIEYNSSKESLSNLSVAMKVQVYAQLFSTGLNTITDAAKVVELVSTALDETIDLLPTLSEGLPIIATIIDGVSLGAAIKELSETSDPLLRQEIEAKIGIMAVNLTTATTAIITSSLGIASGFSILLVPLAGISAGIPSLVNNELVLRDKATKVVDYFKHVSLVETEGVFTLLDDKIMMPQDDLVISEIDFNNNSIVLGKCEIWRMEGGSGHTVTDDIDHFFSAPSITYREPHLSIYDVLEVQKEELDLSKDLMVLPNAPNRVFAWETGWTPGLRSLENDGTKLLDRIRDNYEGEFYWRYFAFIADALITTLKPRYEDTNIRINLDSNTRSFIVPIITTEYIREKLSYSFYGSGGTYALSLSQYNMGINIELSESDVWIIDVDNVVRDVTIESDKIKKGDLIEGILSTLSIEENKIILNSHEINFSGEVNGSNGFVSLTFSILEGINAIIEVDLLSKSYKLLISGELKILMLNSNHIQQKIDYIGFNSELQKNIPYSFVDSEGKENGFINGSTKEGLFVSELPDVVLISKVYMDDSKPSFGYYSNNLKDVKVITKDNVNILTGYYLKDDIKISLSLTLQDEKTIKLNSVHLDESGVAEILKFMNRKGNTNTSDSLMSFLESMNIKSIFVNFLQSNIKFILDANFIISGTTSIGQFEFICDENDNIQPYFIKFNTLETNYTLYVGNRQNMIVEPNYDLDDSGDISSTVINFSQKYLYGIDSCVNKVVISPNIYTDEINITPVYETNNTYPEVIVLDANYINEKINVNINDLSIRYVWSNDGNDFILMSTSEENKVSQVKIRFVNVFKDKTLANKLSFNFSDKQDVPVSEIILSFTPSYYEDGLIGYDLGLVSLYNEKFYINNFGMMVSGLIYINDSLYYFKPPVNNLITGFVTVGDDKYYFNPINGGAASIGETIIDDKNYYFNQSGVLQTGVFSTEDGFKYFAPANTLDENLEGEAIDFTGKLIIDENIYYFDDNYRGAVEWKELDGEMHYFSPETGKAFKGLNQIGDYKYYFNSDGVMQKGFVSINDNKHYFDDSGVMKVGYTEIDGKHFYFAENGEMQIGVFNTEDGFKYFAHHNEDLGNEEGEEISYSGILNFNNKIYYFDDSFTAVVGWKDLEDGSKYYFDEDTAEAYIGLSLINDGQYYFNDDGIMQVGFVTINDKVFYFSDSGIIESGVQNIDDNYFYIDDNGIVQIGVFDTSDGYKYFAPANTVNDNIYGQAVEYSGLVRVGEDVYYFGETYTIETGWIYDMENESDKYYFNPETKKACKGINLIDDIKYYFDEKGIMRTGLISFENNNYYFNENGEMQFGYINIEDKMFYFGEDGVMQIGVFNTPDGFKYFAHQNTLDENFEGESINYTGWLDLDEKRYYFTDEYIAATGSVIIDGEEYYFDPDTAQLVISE
* marks the source's active call; other numbers are inactive results.

compound,TcdB inh
COc1ccc(NC(=O)N(C)C[C@H]2Oc3ccc(NC(=O)Cc4ccccc4)cc3C(=O)N([C@@H](C)CO)C[C@@H]2C)cc1,0.6
CO[C@H]1CN(C)C(=O)c2ccc(NS(C)(=O)=O)cc2OC[C@@H](C)N(Cc2nccs2)C[C@@H]1C,-1.0
CN(C)CC(=O)N1[C@H](CO)[C@H](c2ccccc2)C12CN(C(=O)C1CCCC1)C2,-1.6
CC(C)(C)[S@@](=O)N1Cc2cc(C(=O)N3CCOCC3)nc(-c3cccc(-c4ccc(C#N)cc4)c3)c2[C@H]1CCO,0.5
O=C(C[C@H]1CC[C@H]2[C@@H](COC[C@@H](O)CN2Cc2ccc(Oc3ccccc3)cc2)O1)N1CCN(c2ccccc2)CC1,-1.0
COc1ccc(S(=O)(=O)Nc2cccc3c2O[C@H](CN(C)C(=O)Nc2ccccc2)[C@H](C)CN([C@H](C)CO)C3=O)cc1,1.7
CCCNC(=O)N1CC(=O)N2[C@H](CO)[C@H](c3ccc(C#Cc4ccc(F)cc4)cc3)[C@@H]2C1,0.1
Cc1cccc(-c2ccc([C@H]3[C@@H](CO)N4CCCCN(Cc5cccnc5)C[C@@H]34)cc2)c1,-0.7
CCNC(=O)C[C@H]1CC[C@@H]2[C@@H](COc3ccc(NC(=O)c4ccc5c(c4)OCO5)cc3C(=O)N2C)O1,14*
COc1ccc(NC(=O)Nc2ccc3c(c2)C(=O)N([C@H](C)CO)C[C@@H](C)[C@H](CN(C)S(C)(=O)=O)O3)cc1,-0.5
O=C(Nc1ccc2c(c1)[C@H]1C[C@H](CC(=O)N3CCc4ccccc4C3)O[C@@H](CO)[C@H]1O2)c1ccc2c(c1)OCO2,0.7
CC(=O)N(C)C[C@@H]1Oc2ncc(C#Cc3ccc(F)cc3)cc2C(=O)N([C@@H](C)CO)C[C@@H]1C,0.7
CN(C)C(=O)c1ccc(-c2ccc([C@H]3[C@@H](CO)N4CCCCN(C(=O)C5CCCC5)C[C@@H]34)cc2)cc1,-0.6
C[C@@H]1CCCCO[C@@H](CN(C)CC2CCCCC2)[C@@H](C)CN([C@H](C)CO)C(=O)c2cc(NS(C)(=O)=O)ccc2O1,-0.5
OC[C@@H]1[C@@H](c2ccc(-c3ccccc3)cc2)[C@@H]2CN(Cc3cncnc3)CCCCN12,0.5
CCN1[C@@H]2c3ccc(-c4ccccc4OC)c(=O)n3C[C@@H]2[C@@H](CO)[C@@H]1C(=O)Nc1nccs1,0.6
COCC(=O)Nc1ccc2c(c1)C(=O)N(C)[C@H]1CC[C@@H](CC(=O)Nc3ccccc3)O[C@H]1CO2,-0.4
C[C@@H]1CN([C@@H](C)CO)C(=O)c2cccc(NC(=O)C3CCOCC3)c2O[C@H]1CN(C)Cc1ccc(-c2ccccc2)cc1,1.1
COc1ccc2c3c(n(C)c2c1)[C@@H](CO)N(Cc1ccccc1OC)CC31CCN(CC2CCOCC2)CC1,-6.2
CCCNC(=O)[C@@H]1[C@@H](CO)[C@@H]2Cn3c(cccc3=O)[C@@H]2N1CC1CC1,-2.7
C[C@H]1CN([C@@H](C)CO)C(=O)c2cccc(NS(=O)(=O)c3cn(C)cn3)c2O[C@H]1CN(C)S(=O)(=O)c1ccccc1,-1.0
C[C@H]1CN([C@@H](C)CO)C(=O)c2cc(C#CCc3ccccc3)cnc2O[C@H]1CN(C)CC1CCOCC1,0.1
CN1c2ccc(-c3ccc(F)cc3)cc2[C@H]2[C@H](CCN2S(=O)(=O)c2ccc(F)cc2)[C@@H]1CO,0.4
COc1ccc(S(=O)(=O)N(C)C[C@@H]2Oc3ccc(NC(=O)Cn4cnnn4)cc3CC(=O)N([C@@H](C)CO)C[C@H]2C)cc1,0.5

Four compounds out of the list, sorted by molar mass, lowest first:
compound,TcdB inh
CCCNC(=O)[C@@H]1[C@@H](CO)[C@@H]2Cn3c(cccc3=O)[C@@H]2N1CC1CC1,-2.7
CCN1[C@@H]2c3ccc(-c4ccccc4OC)c(=O)n3C[C@@H]2[C@@H](CO)[C@@H]1C(=O)Nc1nccs1,0.6
CN(C)C(=O)c1ccc(-c2ccc([C@H]3[C@@H](CO)N4CCCCN(C(=O)C5CCCC5)C[C@@H]34)cc2)cc1,-0.6
COc1ccc(S(=O)(=O)N(C)C[C@@H]2Oc3ccc(NC(=O)Cn4cnnn4)cc3CC(=O)N([C@@H](C)CO)C[C@H]2C)cc1,0.5

The main list resumes, starting 2 compounds before the break.
compound,TcdB inh
CN1c2ccc(-c3ccc(F)cc3)cc2[C@H]2[C@H](CCN2S(=O)(=O)c2ccc(F)cc2)[C@@H]1CO,0.4
COc1ccc(S(=O)(=O)N(C)C[C@@H]2Oc3ccc(NC(=O)Cn4cnnn4)cc3CC(=O)N([C@@H](C)CO)C[C@H]2C)cc1,0.5
C[C@@H]1CN([C@@H](C)CO)C(=O)c2cc(Br)cnc2O[C@H]1CN(C)C(=O)c1cccnc1,-0.4
CC(=O)N(C)C[C@H]1Oc2ncc(C#CC3(O)CCCC3)cc2C(=O)N([C@H](C)CO)C[C@H]1C,-1.0
C[C@H](CO)N1C[C@H](C)[C@H](CN(C)Cc2ccncc2)OCCCC[C@H](C)Oc2ccc(NC(=O)Cc3ccccc3)cc2C1=O,-0.6
Cc1noc(C)c1S(=O)(=O)N(C)C[C@H]1OCCCC[C@H](C)Oc2ccc(NS(=O)(=O)c3ccc(Cl)cc3)cc2C(=O)N([C@H](C)CO)C[C@@H]1C,2.0
C[C@@H]1CN([C@H](C)CO)C(=O)c2cc(/C=C/c3ccccc3)cnc2O[C@@H]1CN(C)C(=O)CN1CCOCC1,1.5
COCC#Cc1ccc2c(c1)O[C@H](CN(C)Cc1ccncc1)[C@H](C)CN([C@H](C)CO)S2(=O)=O,1.6
C[C@H](CO)N1C[C@H](C)[C@H](CN(C)Cc2ccc(C(=O)O)cc2)OCCCC[C@H](C)Oc2ccc(NS(=O)(=O)c3ccc(F)cc3)cc2C1=O,-1.4
N#C[C@@H]1[C@@H](c2ccc(C#CC3CCCCC3)cc2)[C@H](CO)N1S(=O)(=O)c1ccccc1,-0.8
O=C(C[C@H]1CC[C@@H]2[C@H](COC[C@@H](O)CN2C(=O)c2cccnc2)O1)NCc1ccc(Cl)cc1,-1.8
Cc1ccc(-c2ccc3c(c2)O[C@@H](CN(C)C(=O)CC2CC2)[C@@H](C)CN([C@H](C)CO)S3(=O)=O)cc1,0.7
CN1CCCCN2[C@@H](CO)[C@@H](c3ccc(-c4ccc(F)cc4)cc3)[C@@H]2C1,1.3
CC(C)NC(=O)N(C)C[C@H]1Oc2ncc(-c3ccc(C(=O)N(C)C)cc3)cc2C(=O)N([C@H](C)CO)C[C@H]1C,0.3

Another view of part of the listing above.
SMILES: O=C(C[C@H]1CC[C@@H]2[C@H](COC[C@@H](O)CN2C(=O)c2cccnc2)O1)NCc1ccc(Cl)cc1
  TcdB inh: -1.8
SMILES: Cc1ccc(-c2ccc3c(c2)O[C@@H](CN(C)C(=O)CC2CC2)[C@@H](C)CN([C@H](C)CO)S3(=O)=O)cc1
  TcdB inh: 0.7

The listing continues.
compound,TcdB inh
O=C(Nc1ccc2c(c1)[C@H]1C[C@@H](CC(=O)N3CCc4ccccc4C3)O[C@H](CO)[C@H]1O2)c1cccnc1,-0.2
CN1C(=O)c2cc(NC(=O)c3cccc(F)c3)ccc2OC[C@H]2O[C@@H](CC(=O)NCC3CC3)CC[C@@H]21,-0.2
Cc1ccccc1CN(C)C[C@@H]1OCc2cn(nn2)CCCC(=O)N([C@H](C)CO)C[C@H]1C,-10
CCNC(=O)C[C@H]1CC[C@H]2[C@H](COc3ccc(NC(=O)c4ccc(F)cc4)cc3C(=O)N2C)O1,-0.6
COCC#Cc1ccc2c(c1)O[C@@H](CN(C)Cc1ccc3c(c1)OCO3)[C@H](C)CN([C@H](C)CO)S2(=O)=O,-0.1
O=C(NC[C@H]1CC[C@H]2[C@H](CN2Cc2nccs2)O1)C1CCC1,-0.1
CCC(=O)N1[C@H](C(=O)NC2CCC2)[C@@H](CO)[C@@H]2Cn3c(cccc3=O)[C@@H]21,0.2
C[C@H](CO)N1C[C@H](C)[C@@H](CN(C)C(=O)CCCN(C)C)OCCCC[C@H](C)Oc2ccc(NS(=O)(=O)c3cn(C)cn3)cc2C1=O,0.0
C[C@H](CO)N1C[C@H](C)[C@@H](CN(C)C(=O)Nc2ccc3c(c2)OCO3)Oc2ccc(NC(=O)CCCN(C)C)cc2C1=O,1.4
O=C(NCC[C@@H]1CC[C@@H](NS(=O)(=O)c2ccc(F)cc2)[C@@H](CO)O1)c1ccccc1F,0.4
CS(=O)(=O)N1Cc2cc(C(=O)NCC3CC3)nc(-c3cccc(-c4cncnc4)c3)c2[C@@H]1CCO,-0.6
CNC[C@@H]1Oc2ccc(NC(=O)Cc3ccccc3)cc2C(=O)N([C@H](C)CO)C[C@H]1C,0.9
CN(C)C(=O)c1cccc(-c2ccc([C@@H]3[C@@H](CO)N4CCCCN(C(=O)C5CCCC5)C[C@H]34)cc2)c1,-1.3
C[C@@H]1CN([C@@H](C)CO)S(=O)(=O)c2ccc(C#CC(C)(C)O)cc2O[C@H]1CN(C)C(=O)CN(C)C,0.8
COc1ccc(NC(=O)N[C@H]2C=C[C@@H](CC(=O)NCc3ccccn3)O[C@@H]2CO)cc1,-0.3
C[C@@H]1CCCCO[C@@H](CN(C)Cc2ccc(C(=O)O)cc2)[C@H](C)CN([C@@H](C)CO)C(=O)c2cc(NC(=O)Nc3cccc4ccccc34)ccc2O1,-12
CCCN(C)C[C@@H]1Oc2ncc(C#Cc3ccc(OC)c(OC)c3)cc2C(=O)N([C@H](C)CO)C[C@@H]1C,1.1
CS(=O)(=O)N1[C@H](CO)[C@@H](c2ccccc2)C12CN(C(=O)c1ccccc1F)C2,0.1
CCCN(C)C[C@H]1Oc2cc(C#Cc3ccccc3F)ccc2S(=O)(=O)N([C@H](C)CO)C[C@@H]1C,0.5
C[C@H]1CCCCO[C@@H](CN(C)C(=O)Nc2ccc(C(F)(F)F)cc2)[C@@H](C)CN([C@@H](C)CO)C(=O)c2cc(NC(=O)NC3CCCCC3)ccc2O1,0.0
C[C@H](CO)N1C[C@H](C)[C@@H](CN(C)C(=O)NC2CCCCC2)Oc2ccc(NS(=O)(=O)c3ccc(Cl)cc3)cc2C1=O,0.2
C[C@H]1CN([C@@H](C)CO)S(=O)(=O)c2ccc(-c3ccccc3)cc2O[C@H]1CN(C)S(=O)(=O)c1ccccc1F,0.2
O=C(C[C@@H]1CC[C@H]2[C@@H](COC[C@@H](O)CN2Cc2cccc(C(F)(F)F)c2)O1)NCc1ccccc1,1.8
C[C@H]1CN([C@@H](C)CO)C(=O)Cc2cc(NC(=O)c3ccncc3)ccc2O[C@@H]1CN(C)S(=O)(=O)c1ccc(Cl)cc1,-1.5

Continuation:
mol	TcdB inh
CCCC(=O)Nc1ccc2c(c1)OC[C@H](C)N(CC1CCCC1)C[C@H](C)[C@H](OC)CN(C)C2=O	0.1
C[C@@H]1CN([C@H](C)CO)C(=O)c2cc(NC(=O)Nc3ccccc3)ccc2O[C@@H](C)CCCCO[C@H]1CN(C)S(=O)(=O)c1ccc(Cl)cc1	0.5
Cc1noc(C)c1NC(=O)Nc1ccc2c(c1)C(=O)N([C@H](C)CO)C[C@@H](C)[C@H](CN(C)C(=O)c1ccccc1)OCCCC[C@H](C)O2	-0.5
C[C@@H]1CCCCO[C@H](CN(C)C(=O)c2ccccc2)[C@H](C)CN([C@@H](C)CO)C(=O)c2cc(NC(=O)Nc3ccc(F)cc3)ccc2O1	1.1
C[C@@H]1CN([C@H](C)CO)C(=O)c2cccc(NC(=O)c3ccc(-c4nccs4)cc3)c2O[C@H]1CN(C)C(=O)Nc1ccccc1	-0.8
C[C@@H]1CCCCO[C@@H](CN(C)Cc2ccc(Cl)c(Cl)c2)[C@@H](C)CN([C@@H](C)CO)C(=O)c2cc(NS(=O)(=O)c3ccccc3)ccc2O1	-0.3
C[C@@H]1CN([C@H](C)CO)C(=O)Cc2cc(NC(=O)Nc3ccc4c(c3)OCO4)ccc2O[C@@H]1CN(C)C	0.0
COc1ccc(NC(=O)N2CCCCN3[C@H](CO)[C@H](c4ccc(C#CCC(C)C)cc4)[C@H]3C2)cc1	-0.1
C[C@H]1CN([C@@H](C)CO)C(=O)Cc2cc(NC(=O)Nc3ccc4c(c3)OCO4)ccc2O[C@@H]1CN(C)Cc1ccccc1	0.4
COc1cccc(C#Cc2cnc3c(c2)C(=O)N([C@@H](C)CO)C[C@H](C)[C@@H](CN(C)C(=O)C2CCC2)O3)c1	0.8
O=C(C[C@@H]1CC[C@H](NC(=O)C2CC2)[C@H](CO)O1)Nc1nccs1	0.7
CCS(=O)(=O)Nc1ccc2c(c1)C(=O)N(C)[C@H]1CC[C@@H](CC(=O)NC)O[C@H]1CO2	1.3
CCC(=O)N1[C@H](CO)[C@H](c2ccc(C3=CCCCC3)cc2)[C@@H]1CNC1CCCC1	-1.1
O=C(NC1CCC1)[C@@H]1[C@@H](CO)[C@@H]2Cn3c(ccc(-c4ccc(F)cc4)c3=O)[C@@H]2N1Cc1ccccn1	-1.1
CO[C@@H]1CN(C)C(=O)c2cc(NS(=O)(=O)CC(F)(F)F)ccc2OC[C@@H](C)N(C)C[C@H]1C	-1.2
C[C@@H]1CCCCO[C@H](CN(C)C(=O)Nc2ccc(C(F)(F)F)cc2)[C@H](C)CN([C@@H](C)CO)C(=O)c2cc(NS(=O)(=O)c3ccccc3)ccc2O1	-0.4
COC(=O)[C@@H]1[C@@H](CO)[C@@H]2Cn3c(ccc(-c4cccc(F)c4)c3=O)[C@H]1N2Cc1ccccc1	-0.5
Cc1cccc(S(=O)(=O)N2C[C@@H]3[C@H](c4ccccc42)[C@@H](CO)N3C(=O)CC2CC2)c1	-0.5
O=C(C1=C[C@H](C2CC2)C[C@H](OCc2ccc(CO)cc2)O1)N1CCCCCCC1	-0.2
CC(C)C#Cc1cnc2c(c1)C(=O)N([C@@H](C)CO)C[C@@H](C)[C@H](CN(C)C(=O)Nc1ccc(F)cc1)O2	-1.1
C[C@@H]1CN([C@H](C)CO)C(=O)Cc2cc(NS(C)(=O)=O)ccc2O[C@@H]1CN(C)C(=O)Nc1ccc(C(F)(F)F)cc1	-0.6

Some of the compounds tested; count on the stated rates, not on these rows.
